Compound activity from PubChem.
DDE Tn7 FP inh = disrupts Tn7 cyclic peptide binding to fibrin D-Dimer-E complex | P02675 | FP displacement of FITC-Tn7 peptide from fibrin DD(E); 0% = median of compound wells per plate | inhibition, % at 8.3 µM | actives 0.13% (n = 370,000) | AID 720508;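 active = inhibition above the mean of compounds falling within the control limits plus 3 SD of them, cut at about 14% in these data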;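 note: 0% = plate median of compound wells and 100% = 10 µM Aha-Tn7 peptide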
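Assay system: Fibrin-DD(E) protein isolated from polymerized human fibrin clots; read-out basis: percent inhibition; medium: Tris/NaCl/CaCl2 buffer, pH 7.8; signal: FP measurement; incubation: 10 min plus 3 h, room temperature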
UHRF1 binding = UHRF1 methyl-DNA binding inhibition. inhibition, % at 4.4 µM. AID 687016. Q96T88. actives 0.75% (n = 370,000). UHRF1 binding to methylated oligo, TR-FRET; in the data active = inhibition above about 21%;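 note: UHRF1 SRA domain binding a hemimethylated CpG hairpin DNA probe; 0% = median of test compound wells and 100% = reference inhibitor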
LEDGF integ inh = blocks HIV-1 LEDGF/p75-dependent DNA integration; TR-FRET IN-LEDGF/p75 DNA integration, Eu/Cy5; inhibition, % at 3.7 µM; actives 0.64% (n = 370,000); AID 743269;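 active = inhibition above the screen-wide mean plus 3 SD, cut at about 13% in these data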;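 note: signal is the Cy5 over europium emission ratio at 671 and 618 nm; 0% = plate median of compound wells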
TDP2 inh = blocks human TDP2 phosphodiesterase activity; inhibition, % at 12.8 µM; recombinant TDP2, T5PNP hydrolysis, p-nitrophenol absorbance 415 nm; O95551; actives 0.34% (n = 370,000); AID 720702;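 active = inhibition above the mean of all tested compounds plus 3 SD, set per campaign, cut at about 25% in these data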;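 note: 0% = DMSO with enzyme and 100% = buffer with substrate but no TDP2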
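Assay system: recombinant human TDP2 / Reagent: T5PNP substrate at 5 mM, a TopII-DNA adduct mimic / Measured by: epi absorbance from released p-nitrophenol / Evaluation: % inhibition relative to enzyme-containing and enzyme-free wells / Control set: enzyme-free and DMSO wells / Replicates: each compound tested once, singlicate / Schedule: enzyme reaction with compound for 2 h at 37 °C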
SIAE primary = human SIAE inhibition, primary screen; Q9HAT2; SIAE FP-Rh probe binding, fluorescence polarization; inhibition, % at 9.66 µM; actives 0.69% (n = 370,000); AID 1053197;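 active = inhibition above a cutoff: mean of compounds within the control limits plus 3 SD of those, cut at about 17% in these data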;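 note: 0% = plate median of compound wells and 100% = probe without SIAE protein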
Target sequence (Q9HAT2 whole entry, looked up): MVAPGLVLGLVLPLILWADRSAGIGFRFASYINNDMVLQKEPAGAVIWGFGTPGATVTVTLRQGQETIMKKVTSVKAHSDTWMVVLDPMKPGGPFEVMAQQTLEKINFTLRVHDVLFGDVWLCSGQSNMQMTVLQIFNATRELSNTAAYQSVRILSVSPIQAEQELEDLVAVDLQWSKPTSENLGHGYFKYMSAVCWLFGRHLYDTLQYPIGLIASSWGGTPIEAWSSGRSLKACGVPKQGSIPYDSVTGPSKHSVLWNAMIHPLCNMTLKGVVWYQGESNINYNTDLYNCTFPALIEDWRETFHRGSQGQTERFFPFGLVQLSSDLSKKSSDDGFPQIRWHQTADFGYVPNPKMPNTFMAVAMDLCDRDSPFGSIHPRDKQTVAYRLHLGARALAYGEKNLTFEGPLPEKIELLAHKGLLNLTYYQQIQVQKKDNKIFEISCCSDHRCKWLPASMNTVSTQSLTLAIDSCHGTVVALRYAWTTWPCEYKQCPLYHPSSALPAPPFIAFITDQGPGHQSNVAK
PRMT1 FP inh = blocks human protein arginine methyltransferase 1. Q99873. recombinant PRMT1, activity-based probe fluorescence polarization. inhibition, % at 2.79 µM. actives 1.3% (n = 370,000);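 active = inhibition above about 21% made by adding two undisclosed values, limit read from the data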
Target sequence (Q99873 whole entry, looked up): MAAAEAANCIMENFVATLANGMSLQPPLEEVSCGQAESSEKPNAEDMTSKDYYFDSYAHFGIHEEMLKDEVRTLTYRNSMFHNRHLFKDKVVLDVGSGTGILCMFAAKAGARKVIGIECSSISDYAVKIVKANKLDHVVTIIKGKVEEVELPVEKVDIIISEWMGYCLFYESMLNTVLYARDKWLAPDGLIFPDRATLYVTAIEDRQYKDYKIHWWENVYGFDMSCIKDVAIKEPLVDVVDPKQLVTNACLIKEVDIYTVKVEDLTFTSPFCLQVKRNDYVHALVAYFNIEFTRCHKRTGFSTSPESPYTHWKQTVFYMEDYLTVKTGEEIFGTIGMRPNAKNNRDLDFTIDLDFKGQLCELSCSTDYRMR
KLK7 zymogen act = proKLK7 (human) activation, primary screen | P49862 | purified proKLK7, EDANS-DABCYL substrate fluorescence; 100% is mature enzyme control, 0% vehicle | activation, % at 7 µM | actives 0.9% (n = 370,000) | AID 652039;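 active = activation above the mean of all tested compounds plus 3 SD, computed per campaign excluding outliers beyond control limits, cut at about 13% in these data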
TCR-CD3 inh = blocks the human TCR-CD3 interaction. TAMRA-labeled TCR probe fluorescence, biochemical. inhibition, % at 9.4 µM. actives 0.37% (n = 360,000); in the data active = inhibition above about 19%;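 note: recombinant mutant TCR 2C K166C tagged with TAMRA read by polarization; 0% = receptor in buffer alone and 100% = receptor with positive control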
Tn6 DDE FP = disrupts Tn6 cyclic peptide binding to fibrin D-Dimer-E complex. Fibrin DD(E) TRITC-Tn6 fluorescence polarization displacement. inhibition, % at 8.3 µM. actives 0.21% (n = 370,000). AID 720509;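 active = inhibition above a per-campaign cutoff: mean of compounds within control limits plus 3 SD, cut at about 15% in these data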;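 note: 0% = median of all compound wells on the plate and 100% = blocking peptide control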
MBD2 inh = blocks human MBD2 binding to methylated DNA; inhibition, % at 4.4 µM; Q9UBB5; actives 0.31% (n = 370,000); TR-FRET, MBD2 binding to methylated oligonucleotide; in the data active = inhibition above about 13%
* = called active by the depositor.

For CN1CCN(c2nc3ccccn3c(=O)c2C=C(C#N)C#N)CC1 the results were DDE Tn7 FP inh -3.8, UHRF1 binding -1.5, LEDGF integ inh -1.1, TDP2 inh 2.3, SIAE primary 6.3, PRMT1 FP inh 2.5, KLK7 zymogen act 2.0, TCR-CD3 inh -8.4, Tn6 DDE FP -6.3 and MBD2 inh -0.6.
C=CCN=C1NC(c2cccc(Cl)c2)C(C(=O)OC)=C(C)N1Cc1ccc(C(F)(F)F)cc1 (centres undefined) was read as DDE Tn7 FP inh 8.1, UHRF1 binding 0.9, LEDGF integ inh -1.7, TDP2 inh 5.9, SIAE primary 3.3, PRMT1 FP inh 4.0, KLK7 zymogen act 0.7, TCR-CD3 inh -6.3, Tn6 DDE FP 7.7 and MBD2 inh -7.3.
O=CNn1cnc2c(oc3nc(-c4ccccc4)cc(-c4ccco4)c32)c1=O was read as DDE Tn7 FP inh -0.2, UHRF1 binding -5.1, LEDGF integ inh -1.4, TDP2 inh 11.6, SIAE primary -15.0, PRMT1 FP inh -0.2, KLK7 zymogen act -4.7, TCR-CD3 inh 12.1, Tn6 DDE FP 5.6 and MBD2 inh 2.9.
For COC(=O)c1ccc(NC(=O)CSc2nnc(COc3ccc4c(c3)CCCC4)o2)cc1 the results were DDE Tn7 FP inh 6.2, UHRF1 binding -2.7, LEDGF integ inh 0.5, TDP2 inh -1.5, SIAE primary 1.9, PRMT1 FP inh -1.9, KLK7 zymogen act 0.1, TCR-CD3 inh -2.8, Tn6 DDE FP 10.4 and MBD2 inh 6.0.
CCCCCCCOC(=O)c1nc(Cl)c(Cl)c(N)c1Cl was read as DDE Tn7 FP inh -2.1, UHRF1 binding -2.9, LEDGF integ inh 3.7, TDP2 inh 3.0, SIAE primary -8.0, PRMT1 FP inh -1.8, KLK7 zymogen act -0.1, TCR-CD3 inh -0.1, Tn6 DDE FP 1.6 and MBD2 inh 0.8.
`Cc1ccc(S(=O)(=O)N(C)C)cc1NC(=O)CN1C(=O)NC2(CCc3ccccc32)C1=O` (centres undefined) gave DDE Tn7 FP inh 3.9, UHRF1 binding 3.1, LEDGF integ inh 1.4, TDP2 inh 3.4, SIAE primary -10.3, PRMT1 FP inh 3.7, KLK7 zymogen act -1.1, TCR-CD3 inh -0.8, Tn6 DDE FP -8.7 and MBD2 inh 9.6.
`Clc1cccc(CSc2nnc(-c3sccc3-n3cccc3)o2)c1` gave DDE Tn7 FP inh -2.2, UHRF1 binding 1.8, LEDGF integ inh 5.1, TDP2 inh 0.5, SIAE primary -4.8, PRMT1 FP inh -1.6, KLK7 zymogen act -0.3, TCR-CD3 inh 1.7, Tn6 DDE FP -6.7 and MBD2 inh -0.9.
Screening Cc1nonc1NC(=O)CSc1ccccn1 returned DDE Tn7 FP inh 5.0, UHRF1 binding 2.0, LEDGF integ inh -1.6, TDP2 inh -1.3, SIAE primary 1.0, PRMT1 FP inh -0.6, KLK7 zymogen act -0.3, TCR-CD3 inh -7.4, Tn6 DDE FP -8.9 and MBD2 inh -2.5.
Screening CC1CC(C)(C)N(C(=O)NC2CCCCC2)c2ccccc21 (centres undefined) returned DDE Tn7 FP inh 10.0, UHRF1 binding -0.5, LEDGF integ inh -1.8, TDP2 inh -1.6, SIAE primary -0.1, PRMT1 FP inh -0.1, KLK7 zymogen act -0.4, TCR-CD3 inh 5.9, Tn6 DDE FP 3.2 and MBD2 inh -9.4.
For NC(=O)c1ccc(NC(=O)CSc2nnc(C3CC3)n2C2CC2)cc1 the results were DDE Tn7 FP inh 2.1, UHRF1 binding 5.6, LEDGF integ inh -0.8, TDP2 inh -1.3, SIAE primary -3.7, PRMT1 FP inh 5.1, KLK7 zymogen act 0.0, TCR-CD3 inh -3.1, Tn6 DDE FP 1.3 and MBD2 inh 9.6.
`O=C(CNC(=O)OCc1ccccc1)OC(c1ccccc1)c1ccccc1` gave DDE Tn7 FP inh 5.1, UHRF1 binding 3.9, LEDGF integ inh -2.7, TDP2 inh -18.8, SIAE primary -8.4, PRMT1 FP inh 4.2, KLK7 zymogen act -0.6, TCR-CD3 inh 2.2, Tn6 DDE FP 5.7 and MBD2 inh 1.4.
For Cc1ccc(NC(=S)N/N=C/c2c(C)nn(-c3ccccc3)c2N2CCCC2)cc1 the results were DDE Tn7 FP inh -3.0, UHRF1 binding -7.6, LEDGF integ inh 3.8, TDP2 inh 5.6, SIAE primary 14.6, PRMT1 FP inh -1.9, KLK7 zymogen act 0.5, TCR-CD3 inh -1.5, Tn6 DDE FP -4.0 and MBD2 inh -0.4.

Fetched by structure from above, 2 records:
For Cc1ccc(NC(=S)N/N=C/c2c(C)nn(-c3ccccc3)c2N2CCCC2)cc1 the results were DDE Tn7 FP inh -3.0, UHRF1 binding -7.6, LEDGF integ inh 3.8, TDP2 inh 5.6, SIAE primary 14.6, PRMT1 FP inh -1.9, KLK7 zymogen act 0.5, TCR-CD3 inh -1.5, Tn6 DDE FP -4.0 and MBD2 inh -0.4.
Screening Cc1nonc1NC(=O)CSc1ccccn1 returned DDE Tn7 FP inh 5.0, UHRF1 binding 2.0, LEDGF integ inh -1.6, TDP2 inh -1.3, SIAE primary 1.0, PRMT1 FP inh -0.6, KLK7 zymogen act -0.3, TCR-CD3 inh -7.4, Tn6 DDE FP -8.9 and MBD2 inh -2.5.

Going on with the list:
Screening O=C(COC(=O)c1ccc2c(c1)OCO2)Nc1cccc(F)c1 returned DDE Tn7 FP inh 0.1, UHRF1 binding -1.9, LEDGF integ inh -4.7, TDP2 inh 6.5, SIAE primary 11.9, PRMT1 FP inh 0.1, KLK7 zymogen act -0.2, TCR-CD3 inh -3.4, Tn6 DDE FP 2.2 and MBD2 inh -0.3.
CC1=CC2CC1C1C(=O)N(c3ccc(S(=O)(=O)Nc4nc(C)cc(C)n4)cc3)C(=O)C21 (centres undefined) was read as DDE Tn7 FP inh -0.5, UHRF1 binding -3.2, LEDGF integ inh 0.2, TDP2 inh 5.6, SIAE primary 4.7, PRMT1 FP inh 0.1, KLK7 zymogen act -0.3, TCR-CD3 inh 3.7, Tn6 DDE FP 5.4 and MBD2 inh -1.1.
Screening O=C(NCCN1CCC(n2c(=O)[nH]c3ccccc32)CC1)c1cc(F)cc(F)c1 returned DDE Tn7 FP inh -7.0, UHRF1 binding -0.1, LEDGF integ inh 4.4, TDP2 inh -16.8, SIAE primary -3.0, PRMT1 FP inh -1.6, KLK7 zymogen act -0.5, TCR-CD3 inh -2.4, Tn6 DDE FP 7.4 and MBD2 inh -3.1.
`O=S(=O)(NCCc1ccc(F)cc1)c1cccc2cccnc12` gave DDE Tn7 FP inh 1.5, UHRF1 binding -8.8, LEDGF integ inh 0.3, TDP2 inh 3.2, SIAE primary -4.6, PRMT1 FP inh 7.6, KLK7 zymogen act -0.5, TCR-CD3 inh 2.4, Tn6 DDE FP -4.3 and MBD2 inh 3.5.
Screening CN(Cc1ccc(Cl)c(Cl)c1)C(=O)C1=CC=CN2CCS(=O)(=O)N=C12 returned DDE Tn7 FP inh -2.1, UHRF1 binding -0.6, LEDGF integ inh 5.5, TDP2 inh -6.3, SIAE primary 4.7, PRMT1 FP inh -2.5, KLK7 zymogen act 0.7, TCR-CD3 inh -5.7, Tn6 DDE FP -8.4 and MBD2 inh -2.9.
CS(=O)(=O)Nc1ccc(C2=NN(S(C)(=O)=O)C(c3ccc4nccnc4c3)C2)cc1 (centres undefined) was read as DDE Tn7 FP inh 4.4, UHRF1 binding -1.6, LEDGF integ inh -0.6, TDP2 inh -1.0, SIAE primary -2.8, PRMT1 FP inh -3.2, KLK7 zymogen act 0.2, TCR-CD3 inh 1.2, Tn6 DDE FP 8.7 and MBD2 inh -1.3.
Screening O=C(Nc1ccnn1C1CCN(CC2CC=CCC2)CC1)c1ccccc1Cl (centres undefined) returned DDE Tn7 FP inh -1.6, UHRF1 binding 0.1, LEDGF integ inh -5.7, TDP2 inh -2.1, SIAE primary 2.3, PRMT1 FP inh 3.5, KLK7 zymogen act 0.5, TCR-CD3 inh 4.5, Tn6 DDE FP -6.9 and MBD2 inh -3.0.
`CCn1nc(C)c(CNC(=O)CC2C(=O)NCCN2CC(C)(C)C)c1C` (centres undefined) gave DDE Tn7 FP inh 2.0, UHRF1 binding 0.3, LEDGF integ inh -1.5, TDP2 inh -7.9, SIAE primary -4.0, PRMT1 FP inh -0.9, KLK7 zymogen act -0.1, TCR-CD3 inh 6.4, Tn6 DDE FP 2.4 and MBD2 inh -0.8.
`NCCCCCc1cn([C@@H](CO)C(=O)NCCCCCCCCCCC(=O)N2CCNCC2)nn1` gave DDE Tn7 FP inh 0.4, UHRF1 binding -0.5, LEDGF integ inh 1.7, TDP2 inh 15.3, SIAE primary -4.1, PRMT1 FP inh 4.5, KLK7 zymogen act -0.4, TCR-CD3 inh 4.7, Tn6 DDE FP 2.3 and MBD2 inh -0.5.
CCOC(=O)c1cc(CC)sc1/N=C/C1=C(O)CCCC1=O was read as DDE Tn7 FP inh -0.1, UHRF1 binding -2.3, LEDGF integ inh 2.8, TDP2 inh 12.1, SIAE primary 6.4, PRMT1 FP inh 5.2, KLK7 zymogen act -0.4, TCR-CD3 inh 2.0, Tn6 DDE FP -1.9 and MBD2 inh 1.1.
CC1CCCN(C(=O)C2CCN(c3nc(-c4ccccc4)nc4c3CCC4)CC2)C1 (centres undefined) was read as DDE Tn7 FP inh -2.4, UHRF1 binding -0.3, LEDGF integ inh 6.0, TDP2 inh 3.5, SIAE primary -6.0, PRMT1 FP inh -2.0, KLK7 zymogen act -0.1, TCR-CD3 inh 7.3, Tn6 DDE FP 0.7 and MBD2 inh -5.0.
Screening Cc1ccc(S(=O)(=O)N2CCN(C(=O)C3CCCC3)CC2)cc1C returned DDE Tn7 FP inh 6.2, UHRF1 binding -0.6, LEDGF integ inh -0.5, TDP2 inh 7.4, SIAE primary 1.5, PRMT1 FP inh 0.6, KLK7 zymogen act -0.1, TCR-CD3 inh 5.1, Tn6 DDE FP -6.1 and MBD2 inh -3.1.
Cc1onc(-c2c(Cl)cccc2Cl)c1C(=O)NN1CCCCCC1 was read as DDE Tn7 FP inh 11.9, UHRF1 binding 4.7, LEDGF integ inh -2.3, TDP2 inh 11.4, SIAE primary 1.0, PRMT1 FP inh 1.6, KLK7 zymogen act -0.3, TCR-CD3 inh 4.6, Tn6 DDE FP -3.1 and MBD2 inh 0.1.
`COc1ccc(-c2[nH]ncc2CN(C)Cc2nonc2C)c(OC)c1` gave DDE Tn7 FP inh 4.5, UHRF1 binding 1.0, LEDGF integ inh -2.3, TDP2 inh 8.6, SIAE primary -3.9, PRMT1 FP inh -1.9, KLK7 zymogen act -0.1, TCR-CD3 inh 3.2, Tn6 DDE FP -3.0 and MBD2 inh 4.0.
NC(=O)CCN1CCC(c2nc3ccccc3s2)CC1 was read as DDE Tn7 FP inh -3.5, UHRF1 binding 0.4, LEDGF integ inh -0.7, TDP2 inh 6.0, SIAE primary -0.5, PRMT1 FP inh -3.2, KLK7 zymogen act 0.4, TCR-CD3 inh 0.8, Tn6 DDE FP -1.1 and MBD2 inh -0.2.

The order is random; any-hit rate near 4.6%.
